inhibitors of VEEV = inhibitors of VEEV TC-83 cytopathic effect, confirmation, Vero cells (AID 588727); Vero cells, VEEV TC-83 cytopathic effect inhibition; higher % means a stronger effect; inhibition, % at 20 µM, or IC50 in µM where a hit was titrated; 350,000 tested, 0.13% active; in the data active = a potency from the dose series; inconclusive = inhibition mostly from about 14% at the one dose, without a potency; inactive = the rest, 99 in 100 with inhibition below about 12%; also: strong numbers were not always called active
M. tuberculosis HTS = M. tuberculosis growth inhibition, HTS (AID 449762); one-dose inhibition, % at 25 µM; IC50 in µM for titrated hits; M. tuberculosis H37Rv growth inhibition, 7H9 media; higher % means a stronger effect; 330,000 tested, 0.59% active; in the data active = a potency from the dose series; inconclusive = inhibition above about 70% without an active follow-up result;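 also: bacterial growth assessed after seven days of incubation; strong numbers were not always called active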
tuberculosis growth = growth inhibition of non-replicating M. tuberculosis (AID 488890). 320,000 tested, 0.39% active. Mycobacterium tuberculosis non-replicating, growth inhibition; higher % means a stronger effect. one-dose inhibition, % at 25 µM; IC50 in µM for titrated hits; in the data active = a potency from the dose series; inconclusive = inhibition mostly from about 82% at the one dose, without a potency; inactive = the rest, 99 in 100 with inhibition below about 76%;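 also: plate controls were DMSO cells for no effect and high antibiotic wells for full effect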
Salmonella PhoP GFP = PhoP regulon inhibitors, Salmonella typhi PhoP promoter GFP reporter, confirmatory (AID 1850). Salmonella Typhi PhoP-promoter GFP reporter, fluorescence, 4 h; higher % means a stronger effect. inhibition, % at 50 µM, or IC50 in µM where a hit was titrated. 310,000 tested, 0.33% active; in the data active = a potency from the dose series; inconclusive = inhibition mostly from about 25% at the one dose, without a potency; inactive = the rest, 99 in 100 with inhibition below about 19%;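 also: 0% = induced wells with vehicle and 100% = uninduced wells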
influenza NS1A = NS1A inhibition, H1N1 influenza, cell based functional assay (AID 504329). 340,000 tested, 0.3% active. NS1A functional cell-based assay, percent inhibition; higher % means a stronger effect. inhibition, % at 12.5 µM, or IC50 in µM where a hit was titrated; in the data active = a potency from the dose series; inconclusive = inhibition above about 27% without an active follow-up result; also: strong numbers were not always called active
inhibitors of VEEV 10K pilot screen = also measured in inhibitors of VEEV; calls as there; inhibition, %; measured here: 10K pilot screen inhibition
Numbers without * were called inactive; i = inactive; ? = inconclusive; · = no result given; & = joins results of further samples.

SMILES | inhibitors of VEEV | M. tuberculosis HTS | tuberculosis growth | Salmonella PhoP GFP | influenza NS1A | others
S=C1NCCc2ccc(Cl)cc2C1c1ccccc1Cl (centres undefined) | 2.8% | -7% | 64% | -11% | 8%
COc1ccc(N2CCN(C(CNC(=O)C3CCCCC3)c3cccnc3)CC2)cc1 (centres undefined) | 3.1% | -1% | 8% | 1% | 6%
S=C(Nc1cccnc1)Nc1ccccc1Br | i | 5% | 8% | -5% | 12%
Cc1ccc(C(=O)NC(C(=O)Nc2cccc(S(N)(=O)=O)c2)C(C)C)cc1 (centres undefined) | 2.9% | -2% | 4% | 6% | -12%
COc1ccccc1N1CCN(C(=O)CSc2nnnn2C2CC2)CC1 | 1.1% | · | · | · | -4%
CN(Cc1ccon1)C(=O)CCc1nnc(CCCCc2ccccc2)o1 | 3.7% | 0% | 17% | -2% | -1%
CN1C(=O)CN=C(c2ccc(Cl)cc2)c2cc(Cl)ccc21 | 1.1% | 3% | -11% | -10% | 6%
C/C=C(\C)CN1CCC(Oc2ccc(C(=O)NCc3ccccn3)cc2)CC1 | 1.1% | -7% | -3% | -5% | -11%
CCNC(=O)N1CCCC(C(=O)c2ccc(C(F)(F)F)cc2)C1 (centres undefined) | i | -2% | 34% | 2% | -6%
COc1cc2c(cc1OC)C(COc1ccc(F)cc1)N(C(C)=O)CC2 (centres undefined) | i | -1% | -1% | -4% | -12%

Brought forward from above: 3 compounds, then new ones.
SMILES | inhibitors of VEEV | M. tuberculosis HTS | tuberculosis growth | Salmonella PhoP GFP | influenza NS1A | others
C/C=C(\C)CN1CCC(Oc2ccc(C(=O)NCc3ccccn3)cc2)CC1 | 1.1% | -7% | -3% | -5% | -11%
CCNC(=O)N1CCCC(C(=O)c2ccc(C(F)(F)F)cc2)C1 (centres undefined) | i | -2% | 34% | 2% | -6%
COc1cc2c(cc1OC)C(COc1ccc(F)cc1)N(C(C)=O)CC2 (centres undefined) | i | -1% | -1% | -4% | -12%
Cc1ccc(N(C(=O)CNC(=O)c2ccco2)C(C(=O)NC2CCCCC2)c2cccnc2)c(C)c1 (centres undefined) | i | 6% | 11% | 12% | -8%
O=C(CN1C(=O)S/C(=C/c2ccncc2)C1=O)Nc1ccccc1 | 7.3% | -12% | -14% | 3% | -7%
COc1ccc(-c2[nH]ncc2CN2CCN(C3CCCCC3)C(=O)C2)cc1F | 3.2% | -8% | 16% | -3% | 8%
COC(=O)C1=C(NC(=O)C2CCCCC2)CCS1 | 1.6% | · | · | · | -1%
CC(=O)Nc1ccccc1NC(=O)c1ccccc1-c1ccccc1 | 0.8% | 0% | -27% | -4% | 1%
O=C(CNC(=O)c1ccccc1)NC1(C(=O)NC2CCCC2)CCCCC1 | 1.0% | 8% | 4% | 13% | -5%
CC1=C(C(N)=O)C(c2ccccc2)n2nc(-c3ccncc3)nc2N1 (centres undefined) | 2.1% | 4% | -14% | 1% | 5%
O=C(OCc1ccccc1)c1cc(S(=O)(=O)N2CCCCC2)ccc1N1CCOCC1 | 4.8% | -1% | 18% | -5% | -14%
CCOc1ccccc1CN1C(=O)C2(OCCO2)c2ccccc21 | 0.1% | 6% | 28% | -10% | -2%
COc1ccccc1CNc1ccc([N+](=O)[O-])cc1C | 1.1% | 8% | 6% | 9% | ·
CCN(CC)CCCNC(=O)CCc1c(C)n(CC)c2cc(-c3ccccc3OC)nn2c1=O | 1.3% | -6% | -3% | 0% | -30%
O=C(CSc1nc2ccccc2c(=O)n1-c1ccccc1)N1CCc2ccccc2C1 | 8.3% | -2% | 2% | -9% | 0%
Cc1cccc(C(=O)N(NC(=O)Oc2ccccc2)C(C)(C)C)c1 | 1.3% | -5% | 19% | -1% | -10%
COc1cccc(NC(=O)Nc2cccs2)c1 | 3.7% | 0% | 6% | 1% | -10%
CCCc1nnc(NC(=O)CCC(=O)N2CCCCC2CC)s1 (centres undefined) | 0.7% | -7% | -5% | -4% | 7%
Cc1ccccc1C(=O)Nc1cccc(C(=O)N/N=C/c2ccccn2)c1 | i | -12% | 51% | 10% | -17%
N=C1/C(=C/c2ccc(-c3cccc(C(=O)O)c3)o2)C(=O)N=C2SC(CC(=O)N3CCOCC3)=NN12 | 0.3% | -7% | -13% | 1% | -7%
CCOC(=O)c1c(NC(=O)CC2SC(N)=NC2=O)sc2c1CCCC2 (centres undefined) | i | 39% | 14% | 0% | 5%
COc1cc(C)c(CN2CCC(Cc3ccccc3)CC2)cc1C | i | 6% | 28% | 0% | -4%
Cc1ccc(-c2nnc(SCC(=O)O)n2N)cc1 | i | 3% | 14% | 0% | 1%

By substructure: the entries above containing a furan ring, fused or not (2)
SMILES | inhibitors of VEEV | M. tuberculosis HTS | tuberculosis growth | Salmonella PhoP GFP | influenza NS1A | others
Cc1ccc(N(C(=O)CNC(=O)c2ccco2)C(C(=O)NC2CCCCC2)c2cccnc2)c(C)c1 (centres undefined) | i | 6% | 11% | 12% | -8%
N=C1/C(=C/c2ccc(-c3cccc(C(=O)O)c3)o2)C(=O)N=C2SC(CC(=O)N3CCOCC3)=NN12 | 0.3% | -7% | -13% | 1% | -7%

Other structures:
SMILES | inhibitors of VEEV | M. tuberculosis HTS | tuberculosis growth | Salmonella PhoP GFP | influenza NS1A | others
CCC(=O)OCCNc1cc(Sc2nccn2C)c2nonc2c1[N+](=O)[O-] | i | ? | ? | -3% | -6%
O=C(N/N=C/c1c(O)n(CCC2=CCCCC2)c(=S)[nH]c1=O)c1ccccc1 | 0.7% | 13% | 43% | -6% | -2%
COc1ccc(NC(=O)CN2C(=O)NC(c3ccccc3)(c3ccccc3)C2=O)cc1OC | 6.4% | 5% | 25% | 4% | 8%
CCCc1ccc2oc(C(=O)NCCCN3CCOCC3)c(C)c2c1 | 1.4% | 4% | 28% | -12% | 1%
COc1ccc(N2CCN(C(=O)c3ccc4c(c3)NC(=O)C(CSCc3ccc(C)cc3)N4)CC2)cc1 (centres undefined) | · | 5% | 78% | 2% | ·
COCCSc1nnc(NC(=O)Cc2ccc(OC)c(OC)c2)s1 | i | -3% | -2% | 5% | -7%
CCOc1ccc(-n2c(=O)c3sccc3n(CC(=O)NCCc3ccc(OC)c(OC)c3)c2=O)cc1 | 1.2% | 2% | 15% | 6% | -11%
O=C(COc1ccc(C(=O)c2ccccc2)cc1)NCC(=O)Nc1ccccc1Br | 0.4% | 15% | 76% | -5% | -5%
CCOc1ccc(N(CC(=O)N2CCN(c3ccccc3)CC2)S(=O)(=O)c2c(C)noc2C)cc1 | 5.9% | 6% | · | -2% | 0%
Cc1cc(Br)cc2c1N(C)C(=O)C2(c1ccc(O)cc1)c1ccc(O)cc1 | 1.6% | 1% | 14% | 14% | ·

3 structures from above, ordered by molar mass, low to high:
SMILES | inhibitors of VEEV | M. tuberculosis HTS | tuberculosis growth | Salmonella PhoP GFP | influenza NS1A | others
COc1cccc(NC(=O)Nc2cccs2)c1 | 3.7% | 0% | 6% | 1% | -10%
COc1ccccc1CNc1ccc([N+](=O)[O-])cc1C | 1.1% | 8% | 6% | 9% | ·
CCCc1nnc(NC(=O)CCC(=O)N2CCCCC2CC)s1 (centres undefined) | 0.7% | -7% | -5% | -4% | 7%

(more compounds)
SMILES | inhibitors of VEEV | M. tuberculosis HTS | tuberculosis growth | Salmonella PhoP GFP | influenza NS1A | others
O=C(COC(=O)Cc1n[nH]c(=O)c2ccccc12)NNC(=O)c1ccc(Br)cc1 | 1.2% | 4% | 16% | · | -4%
CC1CN(C(=O)COC(=O)c2cc(S(N)(=O)=O)c(Cl)cc2Cl)CC(C)O1 (centres undefined) | 0.7% | -3% | 3% | 3% | 9%
CCC1=Nc2cc(C(=O)NCc3ccco3)ccc2Sc2ccccc21 | 5.2% | -1% | 36% | 5% | 6%
Cc1ccc(NC(=O)CCOc2ccccc2)cc1 | i | -4% | 64% | 0% | -21%
CCc1ccc(N=C2NC(=O)CS2)cc1 | 1.1% | 5% | 30% | -8% | -2%
CC(C)c1cc(C(=O)O)c2cnn(C(C)C)c2n1 | 0.7% | -5% | 12% | 4% | 3%
CC(=O)O[C@H]1C[C@@]2(C)[C@@H](C[C@@H](O)[C@H]3[C@@]4(C)CC[C@@H](O)[C@@H](C)[C@@H]4CC[C@@]32C)/C1=C(\CCC=C(C)C)C(=O)O | 0.7%&2.8% | 1.6µM* | ? | -14%&-23% | 1%&-3%
CCn1c(SCC(=O)N/N=C/c2ccc(C)o2)nnc1-c1ccc(C)cc1 | 4.7% | -3% | 22% | -6% | -4%
CCOC(=O)/C(C#N)=C1/SC(CC)C(=O)N1c1ccc(Br)cc1 (centres undefined) | 2.8% | -9% | 5% | -7% | -2%
O=C1C(Cl)=C(N2CCOCC2)C(=O)N1c1ccccc1Cl | i | 63% | 60% | -7% | 23%
O=C(Cn1c(=O)n(CC2CS2)c2ccccc21)N1CCCCCC1 (centres undefined) | 1.0% | 2% | 40% | -10% | 2%
CCOc1ccc(Br)cc1S(=O)(=O)Nc1cccc(S(=O)(=O)N(C)c2ccccc2)c1 | 6.8% | -2% | 2% | 5% | -1%
CCOC(=O)Cn1nc(/C=C/c2ccc(C(C)C)cc2)ccc1=O | 0.6% | 68% | 56% | 0% | -5%
CC1(C)C(=O)OC(c2ccc([N+](=O)[O-])cc2)C(C)(C)C1=O (centres undefined) | 0.6% | 4% | -3% | -1% | -4%
CC(C)C1Cc2c(C#N)c(N)n(C)c(=S)c2CO1 (centres undefined) | 0.8% | -2% | -53% | -1% | 6%
S=C(NCc1ccco1)Nc1ccccc1Cl | 0.1% | 3% | ? | 1% | 0%
COc1ccc(OC)c(Cc2nnc(CCC(=O)NC3C4CC5CC(C4)CC3C5)o2)c1 (centres undefined) | 0.2% | 6% | 1% | -2% | 4%
COc1ccc2c(c1)CCc1c-2n[nH]c1C(=O)NCCC(C)C | 2.0% | 50% | 52% | 9% | -3%
CC1CCCN(c2ccc([N+](=O)[O-])cc2C(=O)c2ccccc2)C1 (centres undefined) | 2.8% | 14% | 37% | -10% | 4%
Cc1occc1C(=O)NCCc1cccc(Cl)c1 | 3.0% | 0% | 2% | -4% | 4%
Cc1c(C)c2cc(Cl)c(O)c(CN3CCCC(C)C3)c2oc1=O (centres undefined) | 2.1% | 9% | -3% | -3% | 3%
O=C(Nc1cccc(S(=O)(=O)NC2=NCCC2)c1)c1ccccc1F | 3.5% | 2% | 14% | · | -10%
CCCCn1nc2cc(C(=O)NCc3ccc(OC)cc3)ccc2c1OCC | i | -5% | -2% | -7% | 7% | inhibitors of VEEV 10K pilot screen=2.0
COCc1ccc(C(=O)OC(C)C(=O)Nc2c(C)n(C)n(-c3ccccc3)c2=O)cc1 (centres undefined) | 1.6% | 5% | 7% | · | 0%
COCCCNC(=O)c1cc(OC)c(OC)c(OC)c1 | 6.6% | -8% | -6% | 27% | -6%
COc1ccc([N+](=O)[O-])cc1NC(=O)C(C)OC(=O)c1cccnc1 (centres undefined) | 0.7% | -1% | 6% | -1% | 7%
COc1ccccc1CN(C)C(=O)c1ccc(S(=O)(=O)NCc2ccco2)cc1 | i | -11% | 11% | · | -2%
CC(C)CCNC(=O)c1cc(S(=O)(=O)N2CCc3ccccc32)cn1C | 3.8% | -11% | -12% | 0% | 1%
O=C(N/N=C/c1ccncc1)c1cc2ccccc2cc1O | 8.2% | -9% | 10% | -7% | -4%
COc1ccc(N2C(=O)C(C)(C)C2c2c(O)ccc3ccccc23)cc1 (centres undefined) | 2.4% | 0% | 17% | -2% | -7%
Cc1nc2ccccc2c(=O)n1NC(=O)c1cccnc1Cl | 0.7% | 0% | -3% | 10% | -6%
O=C(Nc1nnc(SCc2ccc(F)cc2)s1)c1ccco1 | 0.6% | 0% | 46% | -24% | 5%
Cn1nnnc1Sc1ncnc2scc(-c3ccc[nH]3)c12 | ? | ? | 8.4µM* | · | -8%
O=C(CCCC(=O)N(c1ccc2c(c1)OCCO2)C(C(=O)NC1CCCCC1)c1ccc(Cl)cc1)Nc1ccccn1 (centres undefined) | i | -4% | 13% | -12% | -3%
COc1ccc(Br)cc1CNc1ccccc1 | 2.6% | 5% | 20% | 8% | -6%
c1csc(-c2cn3c(n2)SCC3)c1 | i | -4% | -11% | -4% | -6%
Cc1cc(C)cc(N(CC(=O)NC2CCCC2)C(=O)CCC(=O)Nc2nc(C)cs2)c1 | 5.7% | -7% | 0% | 12% | 4%
COC(=O)COc1nsnc1N1CCOCC1 | i | -3% | -4% | 5% | 2% | inhibitors of VEEV 10K pilot screen=0.9
O=C(/C=C/c1ccccc1)N/C(=C/c1ccccc1)C(=O)N1CCOCC1 | 0.5% | 0% | -8% | -21% | 10%
CCOC(=O)C1CCN(C(=O)CCS(=O)(=O)c2ccc3c(c2)CCN3C(=O)CC)CC1 | i | -3% | -22% | -1% | -13%
Cc1cccc(-c2noc(-c3cc4ccccc4oc3=O)n2)c1 | 11% | -2% | -10% | -14% | -8%
